Screening data from PubChem.
NPR2 activator – human GC-B receptor activators, primary screen, HEK293 GC-B cells, cGMP TR-FRET, EC30 CNP; activation, % at 10 µM; Atrial natriuretic peptide receptor 2 (Homo sapiens), P20594; AID 1920062, 2024; 370,000 compounds, 0.11% hits; 0% at EC30 CNP, 100% saturating CNP;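 active = activation at 10 µM reaching about 35% in either raw or pattern-adjusted values, limit read from the data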
rCAG RNA binder – binders of r(CAG) RNA repeats, primary screen, biochemical, fluorescence. 370,000 compounds, 1.3% hits. inhibition, % at 3 µM. r(CAG) RNA repeat, TO-PRO-1 dye displacement fluorescence. AID 651821, 2012;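 active = inhibition above the plate cutoff, the mean of all test compounds on that plate plus 3 SD, cut at about 35% in these data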;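 also: 0% = DMSO alone and 100% = 100 µM mitoxantrone as full dye displacement; higher means more dye released from RNA so lower well fluorescence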
GC-A act – GC-A stimulated cGMP production enhancers – HEK293 GC-A cells, cGMP TR-FRET, EC30 ANP, primary screen | 0% at EC30 ANP, 100% saturating ANP | 370,000 compounds, 0.14% hits | Atrial natriuretic peptide receptor 1 (Homo sapiens), P16066 | activation, % at 10 µM; in the data active = activation above about 40%
Target sequence (P16066 whole entry, looked up): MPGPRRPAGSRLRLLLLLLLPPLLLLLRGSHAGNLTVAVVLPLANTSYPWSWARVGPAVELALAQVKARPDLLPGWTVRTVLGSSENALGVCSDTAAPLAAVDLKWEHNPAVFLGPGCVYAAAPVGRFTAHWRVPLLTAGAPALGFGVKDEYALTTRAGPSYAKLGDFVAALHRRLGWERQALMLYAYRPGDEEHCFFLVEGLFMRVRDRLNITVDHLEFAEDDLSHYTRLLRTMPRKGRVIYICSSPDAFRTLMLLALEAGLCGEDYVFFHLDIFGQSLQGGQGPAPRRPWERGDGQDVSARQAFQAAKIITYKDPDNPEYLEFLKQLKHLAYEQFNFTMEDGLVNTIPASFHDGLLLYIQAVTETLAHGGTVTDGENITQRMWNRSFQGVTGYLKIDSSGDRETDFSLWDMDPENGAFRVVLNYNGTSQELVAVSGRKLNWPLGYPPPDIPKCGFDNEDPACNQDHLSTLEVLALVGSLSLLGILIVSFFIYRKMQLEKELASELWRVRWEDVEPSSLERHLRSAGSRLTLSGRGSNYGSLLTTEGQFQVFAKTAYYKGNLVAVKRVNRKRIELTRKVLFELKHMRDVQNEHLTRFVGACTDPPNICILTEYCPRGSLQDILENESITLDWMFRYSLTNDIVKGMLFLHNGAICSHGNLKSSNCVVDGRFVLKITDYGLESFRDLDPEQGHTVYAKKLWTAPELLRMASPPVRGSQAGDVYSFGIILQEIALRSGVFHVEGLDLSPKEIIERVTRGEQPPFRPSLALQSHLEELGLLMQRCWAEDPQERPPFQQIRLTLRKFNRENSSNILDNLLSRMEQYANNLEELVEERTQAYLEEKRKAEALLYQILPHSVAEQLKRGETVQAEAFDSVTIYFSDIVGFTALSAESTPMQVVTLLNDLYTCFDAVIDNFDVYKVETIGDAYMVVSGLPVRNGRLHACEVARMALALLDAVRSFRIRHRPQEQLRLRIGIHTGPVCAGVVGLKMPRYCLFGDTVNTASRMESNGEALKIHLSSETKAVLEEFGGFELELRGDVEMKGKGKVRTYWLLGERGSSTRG
ASAP1 GAP inh – inhibitors of human ASAP1 ArfGAP activity, primary screen, biochemical, fluorescence polarization. AID 624377, 2012. inhibition, % at 16.5 µM. 360,000 compounds, 0.19% hits. Arf-GAP with SH3 domain, ANK repeat and PH domain-containing protein 1 (Homo sapiens), …. ASAP1-stimulated ARF1 GTP hydrolysis, GDP FP detection; in the data active = inhibition above about 25%;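 also: 0% = vehicle with enzyme and substrate and 100% = no enzyme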
GAA850 FXN act – FXN promoter activators, primary screen, cell-based, luciferase luminescence, HEK293 lucGAA850. HEK293 lucGAA850 FXN promoter luciferase reporter, 24 h; percent of 10 µM SAHA response. activation, % at 6 µM. 360,000 compounds, 0.56% hits;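 active = activation above the average of all compounds screened plus 3 SD, cutoff fixed separately per campaign, cut at about 7.5% in these data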;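 also: 0% = DMSO wells and 100% = 10 µM SAHA wells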
sPLA2-III inh – human group III sPLA2 inhibitors, primary screen, biochemical, QFRET, BODIPY PC-A2 liposome substrate | Group 3 secretory phospholipase A2 (Homo sapiens), Q9NZ20 | inhibition, % at 12.2 µM | 370,000 compounds, 0.56% hits | QFRET BODIPY PC-A2 liposome hydrolysis, fluorescence;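 active = inhibition above mean plus 3 SD of compounds lying within the high and low control bounds, cut at about 19% in these data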;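 also: 0% = median of test compound wells and 100% = no enzyme DMSO wells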
Tn6 DDE FP – inhibitors of Tn6 peptide binding to fibrin DD(E), primary screen, biochemical, fluorescence polarization, human fibrin, Tn6 probe | Fibrin DD(E) TRITC-Tn6 fluorescence polarization displacement | 370,000 compounds, 0.21% hits | AID 720509, 2013 | Fibrinogen beta chain (Homo sapiens), P02675 | inhibition, % at 8.3 µM;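 active = inhibition above a per-campaign cutoff: mean of compounds within control limits plus 3 SD, cut at about 15% in these data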;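 also: 0% = median of all compound wells on the plate and 100% = blocking peptide control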
ARFGAP1 inh – inhibitors of rat ARFGAP1 GAP activity, primary screen, biochemical, fluorescence polarization, GDP tracer; AID 651572, 2012; ADP-ribosylation factor GTPase-activating protein 1 (Rattus norvegicus), Q62848; Arfgap1-stimulated ARF1 GTP hydrolysis, GDP FP detection; 360,000 compounds, 0.26% hits; inhibition, % at 16.5 µM;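 active = inhibition above a per-plate limit, mean inhibition of low control wells plus 3 SD, cut at about 25% in these data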;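 also: 0% = DMSO wells with enzyme and 100% = wells lacking Arfgap1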
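Replicates: Single well per compound | Assay system: Truncated rat Arfgap1 GAP domain | Control set: No-Arfgap1 wells (100%) versus DMSO full-reaction wells (0%) | Times: Enzyme reaction 120 min at 25 °C after 20 min preincubation | Reagent: Human ARF1(Δ1-17)-GTP substrate | Measured by: Tracer-displacement fluorescence polarization with EDTA stop, 620/688 nm | Measure: Percent inhibition of Arfgap1-stimulated GTP hydrolysis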
proKLK7 act – proKLK7 zymogen activators, primary screen, biochemical, fluorescence intensity; AID 652039, 2013; purified proKLK7, EDANS-DABCYL substrate fluorescence; 100% is mature enzyme control, 0% vehicle; 370,000 compounds, 0.9% hits; Kallikrein-7 (Homo sapiens), P49862; activation, % at 7 µM;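 active = activation above the mean of all tested compounds plus 3 SD, computed per campaign excluding outliers beyond control limits, cut at about 13% in these data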
ADAM10 inh – human ADAM10 inhibitors, primary screen, biochemical, QFRET, HTS; Disintegrin and metalloproteinase domain-containing protein 10 (Homo sapiens), O14672; recombinant ADAM10, EDANS/DABCYL FRET peptide cleavage, 3 h; inhibition, % at 7 µM; 370,000 compounds, 0.62% hits;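 active = inhibition above a per-campaign cutoff equal to the mean of compounds falling between control-based bounds plus 3 SD, cut at about 20% in these data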;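 also: 0% = DMSO wells while the 100% control is not disclosed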
The depositor's hits bear a star; nt = no result given.

Every second line gives: NPR2 activator | rCAG RNA binder | GC-A act | ASAP1 GAP inh | GAA850 FXN act | sPLA2-III inh | Tn6 DDE FP | ARFGAP1 inh | proKLK7 act | ADAM10 inh
1) Cc1ccc(C(=O)N2CCCC2)cc1Br
  5 | 1 | 1 | 26* | 1.5 | 11 | -7 | 6 | -1.0 | -4
2) COc1ccc(C2CC(=O)C(c3ccc([N+](=O)[O-])cc3)=CN2Cc2ccccc2)cc1 (configuration not stated)
  -7 | 8 | -6 | 1 | nt | -1 | -7 | 8 | -8.8 | -9
3) O=C(CSc1nc2ncccc2[nH]1)Nc1ccc2c(c1)OCCO2
  -2 | 0 | -6 | -11 | 0.5 | -2 | 4 | 7 | -0.2 | -9
4) Cc1ccc(S(=O)(=O)N2CCOC2CNC(=O)C(=O)NCCCc2ccccc2)cc1 (configuration not stated)
  -3 | -1 | -1 | 3 | 1.6 | -8 | 2 | 2 | -0.6 | -1
5) CCc1ccc(C(=O)Nc2cccc(-c3nn[nH]n3)c2)s1
  5 | 15 | -7 | 3 | 0.9 | -7 | -1 | 3 | -1.0 | 6
6) CC(C)(C)C(=O)/C=C(N)/C=C/c1ccccc1
  0 | -2 | -2 | -7 | 3.5 | 0 | -6 | 9 | -0.1 | 11
7) O=C(NCC(=O)N(CCN1CCOCC1)C(C(=O)NC1CCCC1)c1cccs1)c1ccco1 (configuration not stated)
  7 | -4 | -1 | 1 | 0.4 | 2 | 4 | 8 | 0.0 | -1
8) COCCCNc1nc2ccccc2[nH]c1=O
  2 | 2 | 6 | -9 | 0.3 | 3 | 2 | 2 | 0.4 | -54
9) Cc1cc(NC(=O)c2cccs2)ccc1NC(=O)Cc1ccccc1
  1 | 2 | 6 | 4 | 4.3 | -7 | 6 | 7 | 3.0 | 3
10) Cc1ccc(C(=O)NC(C)C(c2cccs2)N2CCOCC2)cc1C (configuration not stated)
  4 | 1 | 2 | 12 | 0.4 | 2 | 0 | -5 | 0.6 | -1
11) C#Cc1ccc([C@@H]2C=C(C(=O)N3CCN(Cc4ccc5c(c4)OCO5)CC3)O[C@H](OCCCCO)C2)cc1
  -1 | 0 | 0 | -7 | -0.7 | -8 | -3 | 1 | 0.0 | -18
12) CCOC(=O)C1=CCC(c2ccccc2)N(S(=O)(=O)c2ccc(C)cc2)[C@H]1CC (some centres not stated)
  -14 | 4 | -1 | 0 | nt | 2 | 1 | -1 | 0.7 | 2
13) C[C@@H]1COc2cc(N3CCCC3)ccc2S(=O)(=O)N1
  -2 | 2 | -1 | -7 | nt | 4 | 5 | -17 | 0.9 | -13
14) COC(=O)c1sccc1NC(=O)C12CC3CC(CC(C3)C1)C2
  -14 | 1 | 0 | 1 | -1.3 | 1 | 7 | 12 | 0.8 | -3
15) CNS(=O)(=O)c1ccc(N2CCCC2)c([N+](=O)[O-])c1
  4 | -2 | 3 | 9 | 1.8 | 2 | 10 | 1 | 0.6 | 4
16) Cc1ccc(S(=O)(=O)N2C[C@H]3C(=O)C[C@@H](c4ccc(Cl)cc4)N(S(=O)(=O)c4ccccc4C)[C@H]3C[C@H]2c2cccc(Cl)c2)cc1
  6 | 9 | 2 | 4 | -1.4 | 1 | -3 | 6 | -1.4 | -3
17) CCOc1ccc(NS(=O)(=O)c2ccc(NS(=O)(=O)c3ccc(SC)cc3)cc2)cc1
  -1 | 49* | -1 | 21 | 3.8 | -133 | 2 | 14 | 0.4 | 17
18) CCOc1ccc(CCNC(=O)CN2C(=O)NC3(CCCCCC3)C2=O)cc1OCC
  -2 | 0 | -2 | -2 | -0.4 | 5 | 0 | -1 | 0.0 | -13
19) CC(=O)c1cccc(NS(=O)(=O)c2ccc(-c3cnc(C4CC4)o3)cc2)c1
  -3 | 10 | -11 | 6 | -4.5 | -20 | 0 | -16 | -0.1 | 3
20) CN1C(=O)NC(c2ccccc2)C2=C1CN(CCc1ccccc1)C2=O (configuration not stated)
  -7 | -2 | 0 | 1 | -0.1 | 3 | 0 | 10 | 0.0 | -7
21) COc1cc(NC(=O)c2ccccc2Cl)c2ncccc2c1
  -8 | -1 | 0 | -18 | -1.9 | -6 | -6 | -11 | -1.0 | 7
22) COc1ccccc1N1CCN(C(=O)c2ccc3ncsc3c2)CC1
  -1 | 2 | 0 | -6 | -3.2 | 9 | -8 | 2 | 0.1 | -11
23) Fc1ccc(CNCc2ccc(Br)cc2)cc1
  -7 | -1 | -5 | -3 | 0.5 | 3 | 0 | 9 | -0.1 | 1
24) O=C(CCN1C(=O)c2ccccc2C1=O)N1CCN(c2ccccn2)CC1
  3 | -3 | -6 | 2 | -1.1 | 6 | -3 | -12 | 1.0 | -1
25) CCNC(=S)NNC(=O)c1csc(CC)c1
  2 | 3 | 2 | 1 | 2.8 | 10 | 0 | -9 | 0.0 | 3
26) COc1cc(OC)c(S(=O)(=O)Nc2ccc(C(=O)O)cc2)cc1S(=O)(=O)Nc1ccc(C(=O)O)cc1
  2 | 8 | 6 | 6 | 0.7 | 16 | 1 | 11 | -1.7 | 6
27) CC1CCN(c2c(NCC3CCC(C(=O)NCCC4=CCCCC4)CC3)c(=O)c2=O)CC1 (configuration not stated)
  -11 | -5 | 1 | 4 | 1.2 | -2 | -10 | 3 | 0.1 | 0
28) CC(C)(C)OC(=O)CNC(=O)c1nc[nH]c1C(=O)N1CCc2ccccc2C1
  3 | -9 | 0 | -8 | 0.6 | -4 | -1 | 6 | 0.0 | -1
29) CC(C)Oc1cccc(C(=O)NC2=NCCS2)c1
  -3 | 1 | 8 | -8 | 5.0 | 1 | 9 | 13 | 0.3 | 0
30) CN(C)CCCNc1ncc(C(F)(F)F)cc1Cl
  -4 | -1 | -2 | 2 | 2.3 | -2 | 5 | 5 | -0.4 | -8
31) CC(SC(=S)N(C)Cc1cccs1)C(=O)O (configuration not stated)
  7 | 0 | 4 | 2 | -1.7 | 0 | 5 | 8 | 0.0 | 1
32) COc1ccc(C(CC(=O)c2ccc(C)cc2)Sc2ccccc2N)cc1 (configuration not stated)
  -2 | 6 | 0 | 0 | 3.4 | -15 | 2 | 0 | -1.0 | -6
33) CCNC(=O)CC1C(=O)N(c2ccc(F)cc2)C(=O)N1CCc1sccc1C (configuration not stated)
  5 | 0 | 7 | 11 | -0.5 | -2 | 6 | -1 | -0.3 | 0
34) CC1(c2ccccc2Cl)NC(=O)N(CC(=O)N2CCc3ccccc3C2)C1=O (configuration not stated)
  2 | -4 | -1 | 2 | -0.5 | 0 | 0 | -4 | 0.5 | -6
35) CN(Cc1ccccc1)c1nc(N)c([N+](=O)[O-])c(Nc2cccc(F)c2)n1
  7 | -1 | 7 | 10 | 9.6* | 0 | -1 | 1 | 0.4 | -5
36) COc1ccc(/C=N/n2c(N)nc3ccccc32)cc1OC
  -5 | 1 | 1 | 3 | 5.3 | 1 | -9 | -9 | -0.5 | 5
37) COc1ccccc1-c1cnc2c(c1)C(=O)N([C@@H](C)CO)C[C@H](C)[C@H](CN(C)C)O2
  -1 | 2 | 1 | -7 | -3.7 | 7 | -2 | 5 | -0.4 | 2
38) CCSc1nnc(NC(=O)COc2ccccc2)s1
  3 | 1 | 3 | -10 | 2.7 | 2 | 2 | 4 | 0.7 | 5
39) O=[N+]([O-])c1cn(Cc2ccccc2)cn1
  3 | 0 | -3 | -6 | -0.1 | 1 | 5 | -20 | -0.3 | 0
40) CCOC(=O)N1CCN(C(=O)COc2cccc3c2CCN(Cc2ccc(F)cc2)C3=O)CC1
  2 | 1 | 7 | 1 | 2.2 | -3 | 0 | -6 | 0.0 | 17
41) O=C(NCc1ccncc1)NC1CCCCC1
  0 | 0 | -3 | 14 | 1.9 | 1 | 3 | 2 | -0.3 | -1
42) COc1cc(/C=N/NC(=O)C(N)=O)ccc1OCC(=O)N1C(C)CCCC1C (configuration not stated)
  -5 | -4 | -4 | 3 | 4.8 | 5 | -3 | -1 | 0.5 | -7
43) COc1ccccc1CNC(=O)c1cnc2sccn2c1=O
  -2 | 0 | -1 | -5 | -1.3 | 7 | 9 | -7 | -0.3 | -15
44) O=C(O)c1ccccc1S(=O)(=O)NCC(O)COc1ccc(Br)cc1 (configuration not stated)
  -1 | 15 | 3 | 4 | -1.2 | -21 | -5 | -2 | 0.0 | -2
45) CCOC(=O)c1c(NC(=O)Cc2ccccc2)sc2c1CC(C)(C)NC2(C)C
  7 | 0 | 2 | 15 | -2.9 | -5 | -1 | 5 | 0.0 | -2
46) O=C(Nc1ccc2nc3n(c(=O)c2c1)CCCCC3)c1ccccc1[N+](=O)[O-]
  4 | 1 | 6 | 1 | 2.8 | 4 | -7 | -9 | 0.0 | -2
47) FC(F)(F)c1cc(-c2ccco2)nc(NCc2ccccc2)n1
  0 | 2 | 6 | -6 | -0.3 | 1 | 4 | -4 | -1.9 | -31
48) O=c1[nH]nc(-c2ccc(F)cc2)cc1Cc1ccccn1
  -4 | -2 | 4 | 0 | 3.0 | 4 | -5 | 10 | -0.4 | -7
49) Cc1ccc(-n2c(COc3ccccc3)nnc2SCC(=O)Nc2ccc3c(c2)OCO3)cc1
  -5 | 3 | -7 | nt | nt | -25 | -2 | nt | 0.3 | 20*
50) COc1cccc(-c2n[nH]nc2C2=CC(=O)CC(C)(C)C2)c1
  -1 | 5 | 2 | 4 | 1.4 | -9 | 1 | 21 | -0.4 | -1
51) O=C(NC1CCN(C(=O)Nc2cccc(Cl)c2)CC1)c1ccco1
  2 | 3 | 1 | -2 | -0.4 | 1 | -1 | 2 | -0.4 | 0
52) N#C/C(=C\c1ccc(Cl)cc1)c1n[nH]c(Cn2cncn2)n1
  -3 | 11 | -2 | 9 | 2.0 | -2 | -4 | 1 | -0.7 | -16
53) CN(C)S(=O)(=O)c1cccc(NC(=O)COc2ccc3ccccc3c2)c1
  -5 | 5 | 2 | 10 | 0.7 | -20 | 4 | 18 | -0.8 | -2

Single records, as listed above. Screens in order: NPR2 activator, rCAG RNA binder, GC-A act, ASAP1 GAP inh, GAA850 FXN act, sPLA2-III inh, Tn6 DDE FP, ARFGAP1 inh, proKLK7 act, ADAM10 inh
CCNC(=S)NNC(=O)c1csc(CC)c1 reads 2, 3, 2, 1, 2.8, 10, 0, -9, 0.0, 3
COc1ccccc1CNC(=O)c1cnc2sccn2c1=O reads -2, 0, -1, -5, -1.3, 7, 9, -7, -0.3, -15
